MOR-DOR ag = OPRM1-OPRD1 heterodimerization agonism; P35372+P41143; cells, luminescence; activation, % at 9.3 µM; 0.3% of 340,000 active; AID 504326; in the data active means activation above about 18%;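 further: 0% = vehicle-treated cells and 100% = reference agonist; values of inactives mirror those of a sister screen read the other way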
Target sequence (P35372 whole entry, looked up): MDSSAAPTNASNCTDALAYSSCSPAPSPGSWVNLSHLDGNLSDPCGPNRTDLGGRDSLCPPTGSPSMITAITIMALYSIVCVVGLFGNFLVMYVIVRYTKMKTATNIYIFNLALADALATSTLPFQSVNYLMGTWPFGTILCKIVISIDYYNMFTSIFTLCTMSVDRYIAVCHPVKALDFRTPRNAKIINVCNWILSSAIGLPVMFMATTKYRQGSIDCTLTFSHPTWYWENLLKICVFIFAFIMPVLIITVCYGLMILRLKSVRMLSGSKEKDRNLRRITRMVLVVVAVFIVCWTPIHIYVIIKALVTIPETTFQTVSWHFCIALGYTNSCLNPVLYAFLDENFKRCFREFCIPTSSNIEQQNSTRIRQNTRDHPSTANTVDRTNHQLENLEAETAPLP
Target sequence (P41143 whole entry, looked up): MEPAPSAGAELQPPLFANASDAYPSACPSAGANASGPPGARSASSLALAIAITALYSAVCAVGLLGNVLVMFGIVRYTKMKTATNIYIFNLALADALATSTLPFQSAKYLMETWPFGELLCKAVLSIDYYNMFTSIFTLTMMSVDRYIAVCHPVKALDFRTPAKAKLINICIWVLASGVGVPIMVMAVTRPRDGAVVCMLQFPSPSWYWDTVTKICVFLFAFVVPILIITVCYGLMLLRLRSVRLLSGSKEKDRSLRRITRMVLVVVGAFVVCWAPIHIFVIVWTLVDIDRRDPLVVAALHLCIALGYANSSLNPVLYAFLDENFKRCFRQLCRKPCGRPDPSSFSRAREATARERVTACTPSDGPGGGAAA
Arr AP2 block = blocks beta-arrestin peptide binding to AP2 adaptin; FITC-arrestin peptide / GST-AP2 beads, flow cytometry; AP2 beta2 appendage carries R879A mutation; inhibition, % at 10 µM; 0.31% of 340,000 active; AID 504490;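 active means inhibition above a set limit, near 3 SD of compounds lacking own fluorescence, cut at about 54% in these data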;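 further: plate controls were DMSO wells for no effect and 5 µM unlabelled arrestin peptide for full effect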
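system = GST-tagged AP2 beta2-adaptin appendage (R879A) on 4 µm glutathione beads | reagent = FITC-labelled arrestin peptide probe, 50 nM final | schedule = compound with beads 12 min RT, then probe 1 h RT | signal = HyperCyt-sampled flow cytometry, FL1 channel, ex 488/em 535 nm | read-out = percent response from loss of bead-bound FITC fluorescence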
Tat export inh = inhibitors of E. coli Tat protein transport. 0.036% of 340,000 active. E. coli MC4100 TorA-mCherry Tat export, fluorescence. inhibition, % at 10 µM. AID 488895;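 active means mean replicate inhibition at least 50% and at least half of replicates individually reaching 50%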;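 further: exported cargo escapes ClpAP degradation while cytoplasmic cargo is degraded and loses fluorescence; 0% = median of neutral control wells and 100% = median of NaSCN control wells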
SUMO Mot1 rescue = inhibitors of SUMOylation pathway: yeast Mot1-301 growth rescue; 1% of 320,000 active; S. cerevisiae Mot1-301 growth rescue, ATP luminescence, 38.5C; percent above DMSO median, 100 means doubled; growth rescue, % at 18.8 µM; AID 2716;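 active means every valid replicate shows activation above 250% relative to neutral control wells; inactive means the rest, any valid replicate at or below 250%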;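 further: OY570 slx delta 5 strain wells were the positive control but not used for scaling; some compounds called inactive have numbers as strong as hits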
Pemphigus Ab inh = blocks pemphigus antibody binding to human desmoglein-3; binding (percent of control), % at 10 µM; DSG3-coupled beads, scFv-anti-DSG3-GFP binding, flow cytometry; active compounds read low; P32926; 0.48% of 310,000 active;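 active means binding more than 3 SD below its plate's average and above zero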;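 further: hits lower antibody fragment binding to DSG3; some compounds called inactive have numbers as strong as hits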
OPRM1-OPRD1 inv = inverse agonists of human mu-delta opioid receptor heterodimerization; P35372+P41143; 0.21% of 340,000 active; AID 504357; cell-based MOR-DOR heterodimer luminescence, inverse agonism; inhibition, % at 9.3 µM; in the data active means inhibition above about 22%, passing the limit was not always enough;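 further: 0% = cells with DMSO and 100% = wells without cells with DMSO; values of inactives mirror those of a sister screen read the other way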
phage Ecoli inh = E. coli growth loss with phage present; inhibition, % at 11.9 µM; growth absorbance; 0.26% of 360,000 active; in the data active means inhibition above about 11%
Ecoli viability = bacterial growth inhibition, counter-screen for AddAB inhibitors; AID 449728; E. coli V3065 growth, OD600 absorbance, 18 h; 0.27% of 330,000 active; inhibition, % at 11.9 µM;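 active means inhibition above the campaign's mean inhibition across all tested compounds plus 3 SD, cut at about 9.9% in these data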;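 further: uninfected addAB+ strain grown without phage in ampicillin broth; 0% = DMSO wells and 100% = ciprofloxacin 0.95 µg/ml wells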
AddAB inh = less growth of phage-infected E. coli with AddAB; inhibition, % at 11.9 µM; AID 435030; E. coli expressing H. pylori AddAB, absorbance growth; 0.29% of 330,000 active; in the data active means inhibition above about 12%;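 further: 0% = vehicle wells of infected cells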
PfHsp90 set2 = inhibits growth of yeast expressing Plasmodium falciparum Hsp90; AID 504621; S. cerevisiae expressing PfHsp90, BacTiter-Glo ATP, 48 h; yeast lacking PDR1 and PDR3 efflux regulators; inhibition, % at 9.4 µM; 0.32% of 310,000 active;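 active means every replicate shows inhibition above about 80%, whatever the replicate mean, limit read from the data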;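 further: 0% = DMSO neutral controls and 100% = 20 µM radicicol positive controls; yeast relying on Plasmodium falciparum Hsp90 in place of its own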
PKA-R1A act = activators of PKA-R1A complex | 0.083% of 340,000 active | activation, % at 11.4 µM | P00514+P68181 | PKA-R1A dissociation, Cy5-IP20 fluorescence polarization; scaled: DMSO 0%, 113 µM cGMP 100% | AID 504707;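 active means percent activation above the mean of all tested compounds plus 3 SD, cut at about 19% in these data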;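 further: higher means more PKAc released from R1A so a rise in polarization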
* = called active by the depositor; · = no result given; & = joins results of further samples.

SMILES | MOR-DOR ag | Arr AP2 block | Tat export inh | SUMO Mot1 rescue | Pemphigus Ab inh | OPRM1-OPRD1 inv | phage Ecoli inh | Ecoli viability | AddAB inh | PfHsp90 set2 | PKA-R1A act
CCCCN(C(=O)c1ccc(S(=O)(=O)N(C)C)cc1)c1ccccc1 | -1.7 | -12 | 7 | 5 | 87 | 9 | -0.5 | 1.9 | 1.8 | 45 | 5
COc1ccc(CNc2ccc(N3CCN(C(C)=O)CC3)cc2)cc1OC | 1.7 | 8 | -3 | · | 91 | -10 | 1.1 | · | · | 29 | -6
NS(=O)(=O)c1ccc(CCNC(=O)c2ccc(OCC3CCCO3)cc2)cc1 (stereo unspecified) | -0.7 | 30 | 8 | -10 | · | 4 | 0.0 | -1.6 | 3.8 | 7 | 5
Cn1cncc1C#Cc1ccc2cc(C3(O)CCCCC3)oc(=O)c2c1 | -1.1 | 34 | -6 | 4 | 121 | 6 | 4.1 | 1.1 | 3.5 | 7 | -7
Cc1ccc(CN2CCN(CC(=O)O)C2=O)cc1 | -2.3 | -3 | 4 | -10 | 99 | 13 | 3.5 | 2.7 | 0.4 | 6 | -3
C=CCN(CC(=O)NC1CCCC1)C(=O)C(=O)Nc1ccc2c(c1)OCCO2 | -3.2 | 20 | 3 | 2 | · | 20 | 1.4 | -0.4 | 3.3 | 20 | -9
O=C1CC2(CCCCC2)Oc2ccc(F)cc21 | 3.0 | -8 | 3 | -5 | 102 | -16 | 3.8 | -1.7 | -0.3 | -6 | -10
Cc1ccc2[nH]c(-c3ccccc3)c(CN3CCCC3)c(=O)c2c1 | 8.3 | 12 | 5 | 12 | 117 | -42 | 2.6 | 2.2 | 4.0 | 22 | -5
CCOc1ccccc1NC(=O)NC1Cc2ccccc2C1 | 6.3 | 48 | 0 | -19 | 104 | -30 | · | -1.4 | -0.9 | 12 | 4
COc1cc(C2c3cc4c(cc3C(O)C3COCC23)OCO4)cc(OC)c1OC (stereo unspecified) | 3.1 | 12 | -2 | · | 131 | -16 | 0.1 | · | · | 1 | 2
CSc1nc(C)c(C(=O)C[n+]2ccccc2)cc1C#N | -2.6 | 2 | -8 | 4 | 96 | 14 | 4.3 | -3.7 | -2.1 | 18 | -10
CCN(CC)C(=O)OCCc1cc2ccccc2c(=O)o1 | -0.5 | 1 | 1 | -12 | 105 | 3 | 3.1 | -1.6 | 0.6 | 14 | -10
CCN(C=NC1=NN(c2cccc(C(F)(F)F)c2)CC1)CC | -0.6 | 7 | 1 | 139 | 104 | 3 | 0.2 | 1.9 | 6.2 | 16 | -11
Cc1ccc(-n2nc(-c3cccs3)cc2C(=O)NCC2CCCO2)c(C)c1 (stereo unspecified) | 14 | -4 | 9 | -18 | 111 | -81 | 3.7 | 1.4 | 0.8 | -17 | 1
CC(=O)N1CCOc2ccc(S(=O)(=O)N3CCC(C(=O)Nc4ccc(C)cc4C)CC3)cc21 | 0.5 | -2 | -2 | 42 | 107 | -2 | -1.2 | -0.8 | 0.6 | -12 | -11

Another view of part of the listing above.
mol,MOR-DOR ag,Arr AP2 block,Tat export inh,SUMO Mot1 rescue,Pemphigus Ab inh,OPRM1-OPRD1 inv,phage Ecoli inh,Ecoli viability,AddAB inh,PfHsp90 set2,PKA-R1A act
Cn1cncc1C#Cc1ccc2cc(C3(O)CCCCC3)oc(=O)c2c1,-1.1,34,-6,4,121,6,4.1,1.1,3.5,7,-7
Cc1ccc(CN2CCN(CC(=O)O)C2=O)cc1,-2.3,-3,4,-10,99,13,3.5,2.7,0.4,6,-3

Following part.
SMILES | MOR-DOR ag | Arr AP2 block | Tat export inh | SUMO Mot1 rescue | Pemphigus Ab inh | OPRM1-OPRD1 inv | phage Ecoli inh | Ecoli viability | AddAB inh | PfHsp90 set2 | PKA-R1A act
CCCCN(C(=O)Nc1ccc(Cl)cc1)C1CCN(C(C)=O)CC1 | -2.8 | -2 | -1 | 2 | 108 | 15 | 1.9 | 0.3 | 2.4 | 22 | -2
Cc1ccc(NC(=O)CN(C)C(=O)CCOc2ccccc2C)cc1 | 0.6 | -5 | -3 | -11 | 94 | -4 | 3.2 | -3.3 | 2.8 | 29 | 4
O=C(N/N=C/c1ccc(OC(=O)c2ccccc2)c([N+](=O)[O-])c1)c1ccc(O)cc1 | -0.7 | 6 | 22 | 14 | 97 | 4 | 0.6 | -1.2 | 3.5 | 16 | -4
NS(=O)(=O)c1ccc(CCNC(=O)CCc2ccccc2)cc1 | · | 10 | · | 19 | 110 | · | 0.8 | -2.8 | -1.4 | · | ·
Cc1c(-c2ccc(F)cc2)[n+](=O)c2c(n1[O-])CCCCC2 | -0.7 | 43 | -5 | 8 | 97 | 4 | 5.0 | 2.1 | 3.5 | 4 | 14
CC1CCC(C(C)C)C(OC(=O)CSc2nnc(N)s2)C1 (stereo unspecified) | 2.9 | -8 | 2 | -19 | 102 | -13 | 0.2 | 0.2 | 0.2 | 9 | -6
COc1ccc(S(=O)(=O)N2CCCCC2)cc1NC(=S)Nc1cccc(Cl)c1C | -0.9 | 3 | 2 | -19 | 98 | 5 | 2.9 | -0.9 | 1.5 | 12 | 3
ONC(=Nc1cccc(C(F)(F)F)c1)c1cccnc1 | -1.5 | -2 | 3 | -11 | · | 7 | 0.9 | -0.3 | 1.3 | 4 | -7
COc1ccc(/C=C\c2cc(OC)c(OC)cc2CC[N+](C)(C)C)cc1OC | 0.6 | -20 | 1&7 | 5 | 95 | -3 | -2.3 | -0.2 | 0.2 | 9 | -2
CCOC(=O)COc1ccc(S(=O)(=O)N2CCN(c3ccccc3)CC2)cc1 | 0.6 | 5 | -4 | 167 | 82 | -4 | · | 0.2 | 3.4 | 15 | -7
Cc1nn(C(C)C(=O)c2cccc(Cl)c2)c(C)c1[N+](=O)[O-] (stereo unspecified) | -1.3 | 13 | 4 | 8 | 87 | 7 | 0.9 | -2.1 | 0.7 | -8 | 4
CCC(CC)NC(=O)c1ccc(NS(=O)(=O)c2ccc3[nH]c(=O)[nH]c3c2)cc1 | -1.6 | -10 | 4 | -23 | 102 | 11 | 0.9 | -2.1 | 4.4 | -2 | 10
CCNC(=O)CC1C(=O)N(c2ccc(F)cc2)C(=O)N1Cc1ccc(OC)cc1 (stereo unspecified) | -2.2 | 23 | -4 | -29 | 96 | 12 | 2.7 | -2.0 | 1.6 | 9 | 11
O=C(NCN1C(=O)C2C3C=CC(C3)C2C1=O)Nc1nncs1 (stereo unspecified) | 1.8 | 8 | -5 | 20 | 81 | -10 | 0.3 | 3.7 | -1.9 | 2 | -16
CCOC(=O)N1CCN(S(=O)(=O)c2ccc(OC)c(C(=O)N3CCCCC3)c2)CC1 | -2.0 | -2 | 4 | -1 | 99 | 13 | -0.1 | 1.3 | 3.7 | 5 | 13
CC(O)Cn1c(N2CCCC2)nc2c1c(=O)n(C)c(=O)n2C (stereo unspecified) | -2.3 | -5 | -6 | 15 | 113 | 12 | -2.7 | 0.5 | 4.3 | 15 | 6
CC(C)n1cnc2c(Nc3cccc(Cl)c3)nc(NCCCO)nc21 | -0.8 | 13 | 5 | 246 | · | 4 | 0.0 | 0.7 | 2.5 | 21 | -2
COc1ccc(CNc2n[nH]c(NCc3ccc(OC)c(OC)c3)n2)cc1OC | -1.4 | -2 | 2 | 5 | 109 | 8 | 2.8 | -0.5 | 2.2 | -22 | 7
COc1cc2[nH]c(=O)n(CCC(=O)N3CC=C(c4ccccc4)CC3)c(=O)c2cc1OC | -1.2 | 27 | -6 | -5 | 81 | 7 | 2.3 | -2.4 | 0.6 | · | 2
COc1ccccc1C(=O)NC(CCSC)C(=O)NC1CC1 (stereo unspecified) | -1.7 | 4 | 0 | -2 | 112 | 7 | 1.2 | 1.6 | 4.7 | 2 | -7
N/C(CSc1nc(-c2ccccc2)c(-c2ccccc2)o1)=N\O | 0.1 | 8 | 3 | -3 | 114 | -1 | 1.2 | 1.9 | -4.3 | -20 | 10
CCCCCCCCOC(=O)C[N+](C)(C)C/C=C(/C)Cl | -1.2 | 15 | -2 | 14 | 96 | 6 | 1.9 | 0.9 | 0.8 | 6 | 8
CCC(=O)N(c1ccc(C(=O)O)cc1)c1nc(-c2ccc(OC)cc2)c(C)s1 | -2.0 | 1 | 4 | 10 | 108 | 11 | 2.2 | 0.9 | 0.4 | -6 | -1
CC(C)(CO)Nc1nc(Cl)nc(NC2CCCCC2)n1 | -2.4 | -9 | 8 | -4 | 105 | 12 | 2.8 | 1.9 | 3.2 | -3 | -6
COc1ccc(NC(=O)CSc2nnc(C)c(=O)n2N)cc1 | -3.2 | 24 | 2 | 4 | 97 | 17 | -0.3 | -1.7 | 0.4 | 0 | -12
COc1ccc(C2=NN(C(=O)CSc3nc4ncc(Cl)cc4[nH]3)C(c3ccco3)C2)cc1 (stereo unspecified) | 1.9 | -22 | -1 | -3 | 101 | -10 | 2.6 | 1.1 | 1.5 | 9 | -18
COCCNC(=O)c1ccc2c(c1)ncn2-c1ccc(F)c(F)c1 | -0.8 | -2 | -4 | 3 | 106 | 4 | 1.8 | 1.5 | 3.6 | -12 | 1
CN(CC(=O)Nc1ccccc1Br)C(=O)c1ccccc1OCc1ccc(F)cc1 | -1.6 | 20 | 1 | 3 | 100 | 6 | -1.8 | 1.2 | 1.8 | -1 | -4
O=C(Cn1cc2c(n1)CCCC2)NCc1cccnc1 | -1.4 | 9 | 0 | 17 | 107 | 7 | 0.5 | 0.0 | 3.0 | -27 | 5
COc1cccc(NC(=O)N2CCCc3ccccc32)c1 | -0.4 | 23 | -4 | 3 | 107 | 3 | 5.1 | -0.3 | 3.7 | -8 | 5
O=C(Nc1ccccc1C(=O)Nc1ccccc1)c1ccccc1Br | 5.0 | -9 | 1 | -1 | · | -25 | 0.1 | -0.3 | 1.6 | -15 | 0
CCOC(=O)N1CCN(c2nc(C)c3c(n2)CC(C)CC3=O)CC1 (stereo unspecified) | -0.7 | -2 | -17 | -7 | 100 | 3 | 1.4 | -2.1 | -0.2 | 2 | 0
CN(CCO)c1cc(Sc2nc3ccccc3s2)c2nonc2c1[N+](=O)[O-] | -2.0 | 12 | -3 | 166 | 98 | 11 | 1.6 | 0.3 | 4.2 | 6 | 5
COc1ccc(NC(=O)CN2C(=O)COc3ccc(S(=O)(=O)N4CCCCC4)cc32)c(OC)c1 | -1.8 | 28 | -1 | 486 | 95 | 9 | 1.1 | 2.5 | 5.9 | 4 | 2
Cc1ccccc1-n1nnnc1SC1CCOC1=O (stereo unspecified) | -0.4 | 5 | 11 | -2 | · | 3 | 1.9 | 3.1 | -0.5 | 17 | -11
COc1cccc(OCCNC(=O)c2cccc(OC)c2)c1 | -2.8 | 0 | 7 | 6 | 101 | 15 | 2.0 | 1.2 | 0.2 | 27 | -2
COc1ccc2nc(SC(C(=O)c3ccccc3)c3ccccc3)nc(C)c2c1 (stereo unspecified) | 0.9 | -1 | -3 | 4 | 89 | -7 | 5.9 | 0.3 | 0.0 | -7 | -10

High-throughput results (PubChem BioAssay)
